Source: PubChem BioAssay (Sanford-Burnham Center for Chemical Genomics)
UBC13 polyUb: blocks human UBC13 polyubiquitin chain formation; P61088; TR-FRET; inhibition, % at 20 µM; 330,000 tested, 0.47% active; in the data active = inhibition above about 45%, passing the limit was not always enough
Target sequence (P61088 whole entry, looked up): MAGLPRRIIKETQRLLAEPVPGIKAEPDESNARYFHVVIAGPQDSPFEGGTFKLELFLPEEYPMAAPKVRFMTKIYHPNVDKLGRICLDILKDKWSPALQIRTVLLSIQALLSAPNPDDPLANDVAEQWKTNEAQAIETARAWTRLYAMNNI
SENP8 block-1: SENP8 (human) protease inhibition. inhibition, % at 20 µM. Q96LD8. 360,000 tested, 0.64% active. recombinant SENP8, Nedd8 substrate fluorescence. AID 602440; in the data active = inhibition mostly above about 40%, no sharp cut-off; inactive = mostly below about 27%
Target sequence (Q96LD8 whole entry, looked up): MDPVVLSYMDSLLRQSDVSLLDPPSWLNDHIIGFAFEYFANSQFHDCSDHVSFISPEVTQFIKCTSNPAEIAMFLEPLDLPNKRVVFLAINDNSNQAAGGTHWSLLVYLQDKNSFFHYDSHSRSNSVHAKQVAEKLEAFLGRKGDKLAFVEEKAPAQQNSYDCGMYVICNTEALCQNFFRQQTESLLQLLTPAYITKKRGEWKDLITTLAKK
HKDC1 inh: inhibitors of human hexokinase HKDC1; recombinant HKDC1, G6PDH/diaphorase resazurin coupled fluorescence; inhibition, % at 20 µM; 340,000 tested, 0.16% active;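 active = inhibition above about 35% when tested at 20 µM, limit read from the data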;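 also: plate controls were DMSO wells with enzyme for no effect and DMSO wells lacking enzyme for full effect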
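Assay system – recombinant HKDC1 (HK5) hexokinase enzyme, produced in-house · Input – HKDC1 at 5 µg/mL · Reagent – glucose plus 1 mM ATP as hexokinase substrates · Timing – 90 min reaction incubation at room temperature, dark · Measured by – G6PDH/diaphorase-coupled fluorescence, 1 mM NADP, 100 µM resazurin, 525/613 nm · Benchmarks – DMSO-enzyme wells negative, buffer-substituted wells positive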
SENP6 inh: inhibitors of human SENP6 protease; Q9GZR1; Recombinant SENP6 catalytic domain, aminoluciferin luminescence; inhibition, % at 10 µM; 330,000 tested, 1.8% active; AID 2599;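 active = inhibition above about 50% at the single tested dose, limit read from the data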;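 also: plate controls were DMSO wells with enzyme for no effect and DMSO wells lacking enzyme for full effect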
Target sequence (Q9GZR1 628-1112 limits assumed): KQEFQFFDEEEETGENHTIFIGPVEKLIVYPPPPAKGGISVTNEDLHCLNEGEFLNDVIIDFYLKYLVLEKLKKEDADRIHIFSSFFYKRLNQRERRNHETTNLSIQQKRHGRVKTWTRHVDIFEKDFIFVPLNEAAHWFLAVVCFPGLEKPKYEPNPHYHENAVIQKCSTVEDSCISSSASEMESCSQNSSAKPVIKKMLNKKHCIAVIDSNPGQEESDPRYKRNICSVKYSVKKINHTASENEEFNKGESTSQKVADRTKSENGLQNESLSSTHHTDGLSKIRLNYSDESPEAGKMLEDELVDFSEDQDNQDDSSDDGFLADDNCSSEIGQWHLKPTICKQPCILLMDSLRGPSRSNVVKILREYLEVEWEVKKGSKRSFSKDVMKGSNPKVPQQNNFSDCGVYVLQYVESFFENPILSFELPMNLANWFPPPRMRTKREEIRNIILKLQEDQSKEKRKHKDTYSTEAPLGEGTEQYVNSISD
SENP8 block-2: blocks the human protease SENP8; inhibition, % at 10 µM; purified SENP8, Z-RLRGG-aminoluciferin cleavage, luminescence; Q96LD8; AID 2540; 330,000 tested, 1.2% active; in the data active = inhibition above about 50%
MIN6 prolif: inducers of beta-cell replication in MIN6 cells; MIN6 cells proliferation, ATPlite luminescence, 48 h; cells starved in 0.2% serum; 100% = growth in 10% serum; proliferation, % at 10 µM; 330,000 tested, 0.29% active; AID 2380;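 active = compounds whose signal lies at least 3.5 SD above the mean of all wells on their plate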;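 also: 0% = DMSO-treated cells in low-serum medium and 100% = 10% serum control; some compounds called inactive have numbers as strong as hits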
SENP7 inh: SENP7 protease inhibition; Q9BQF6; recombinant SENP7, Z-RLRGG-aminoluciferin luminescence, 40 min; inhibition, % at 5 µM; 330,000 tested, 1.5% active; AID 434973;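 active = inhibition above about 50% at the single test dose, limit read from the data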;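 also: plate controls were DMSO with enzyme for no effect and no enzyme buffer wells for full effect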
PfGluPho inh: PfG6PD (Plasmodium falciparum) enzyme inhibition | PfGluPho enzyme, NADPH resazurin-diaphorase fluorescence | 350,000 tested, 0.78% active | AID 504690 | inhibition, % at 20 µM;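 active = inhibition reaching at least a set limit at 20 µM in the primary screen, cut at about 59% in these data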;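 also: 0% = DMSO wells with substrate and 100% = DMSO wells lacking glucose-6-phosphate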
SENP1 FRET inh: blocks the human SENP1 SUMO protease catalytic domain; Q9P0U3; recombinant SENP1 catalytic domain, CyPet-SUMO1-YPet FRET cleavage; inhibition, % at 10 µM; 360,000 tested, 0.21% active; AID 624204;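 active = inhibition at least 30% at 10 µM, raw YFP signal under a set limit, fluorescence ratio 0.5 to 1.5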;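 also: 0% = enzyme with DMSO and 100% = no enzyme wells; some results filed as inactive read as strong as hits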
Target sequence (Q9P0U3 419-644 limits assumed): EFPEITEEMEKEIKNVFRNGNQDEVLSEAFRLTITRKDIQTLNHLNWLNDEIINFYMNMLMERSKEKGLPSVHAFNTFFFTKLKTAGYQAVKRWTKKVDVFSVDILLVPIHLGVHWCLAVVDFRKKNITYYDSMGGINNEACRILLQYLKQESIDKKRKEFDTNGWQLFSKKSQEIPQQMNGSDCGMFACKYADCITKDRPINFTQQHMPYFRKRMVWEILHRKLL
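Material: hSENP1 catalytic domain, recombinant; medium: Tris pH 8 with BME, BSA, NP40 and catalase; compound: single concentration of 10 µM compound, 0.5% DMSO final; technique: FRET read of cyan and yellow fluorescence; timing: 50 min enzyme reaction, room temperature, light-protected; reagent: SFCypet-SUMO1-SFYpet substrate at 25 nM; control set: no-enzyme low, enzyme-DMSO high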
Active calls of the source: *; · = not tested or not shown; & = joins results of further samples. Rows are unselected (roughly 4% active in at least one column).

entry | canonical_smiles | HKDC1 inh | SENP6 inh | SENP8 block-1 | MIN6 prolif | UBC13 polyUb | SENP8 block-2 | PfGluPho inh | SENP1 FRET inh | SENP7 inh
1 | CCc1c(C)[nH]c2ccc(C)cc2c1=O | 0 | -4 | -2 | 0 | -7 | -9 | 4 | 0 | -4
2 | Cc1cccc(CSc2nc3nc(C)cc(C)n3n2)c1 | -2 | -30 | 13 | -4 | 4 | -5 | 6 | 0 | 0
3 | C=C1C(C(=O)Nc2cccc(OC)c2)C1C(=O)Nc1cccc(OC)c1 (stereo not given) | -5 | -12 | 3 | -3 | -1 | -6 | 2 | 0 | -11
4 | CCCCc1nc2cc(C(=O)N3CCCCC3COC)ccc2o1 (stereo not given) | -6 | -5 | 4 | 5 | 3 | -8 | 10 | 1 | 1
5 | Cc1cc(C(F)(F)F)nn1Cc1n[nH]c(=S)n1-c1ccc(Cl)cc1 | -5 | 3 | 11 | -1 | -4 | 2 | 33 | 4 | 2
6 | CCC(C(=O)Nc1nc(C)c(C(=O)OC)s1)c1ccccc1 (stereo not given) | -3 | 6 | 14 | 0 | 6 | -2 | 0 | 2 | -1
7 | CCc1ccc(-c2csc(NC(=O)Oc3ccccc3)n2)cc1 | 2 | 19 | -1 | -1 | -5 | -3 | 2 | 0 | -4
8 | COc1ccc(-n2nnnc2SCC(=O)c2ccc3c(c2)OCCO3)cc1 | 2 | -10 | 9 | 1 | -2 | -13 | -9 | 0 | -3
9 | Cc1cc(C(=O)N2CCN(c3ncccc3C#N)CC2)no1 | -7 | -8 | -173 | 2 | 15 | 1 | -2 | 1 | 3
10 | COc1ccc(/C=C/C2=CC(C)(C)NC(=S)N2)cc1 | -6 | -36 | 2 | -5 | -1 | -4 | 21 | 1 | -8
11 | CN(C(=O)COC(=O)/C=C/c1cn(-c2ccccc2)nc1-c1ccc2c(c1)OCCO2)C1CCS(=O)(=O)C1 (stereo not given) | 0 | -11 | -433 | -2 | 13 | -4 | 11 | -1 | -3
12 | C=CCNC(=O)C1CC(=O)N(c2ccc(OCC(=O)Nc3ccc(Cl)cc3)cc2)C1 (stereo not given) | 1 | 13 | 3 | 0 | 8 | 0 | -3 | 0 | 0
13 | CCOc1ccc(CNC(=S)Nc2ccccc2)cc1Cl | 3 | 9 | 11 | -5 | -3 | -15 | -10 | 4 | 20
14 | CC(C(=O)O)c1ccc(N2Cc3ccccc3C2=O)cc1 (stereo not given) | -2 | 54* | -13 | -4 | 4 | 46 | 11 | 2 | 41
15 | CC1=CC(c2ccccc2)n2nc(N)nc2N1 (stereo not given) | 1 | -19 | -489 | 0 | 9 | -9 | -10 | -92 | 17
16 | COc1ccc(-n2cc(-c3ccccc3)c3c(NCCOCCO)ncnc32)cc1 | -2 | 3 | 6 | -1 | 2 | 0 | -18 | 0 | -13
17 | COc1ccc(CN(C)C(=O)/C=C/c2ccc(S(=O)(=O)N3CCOCC3)cc2)cc1F | 4 | -1 | 1 | 7 | 1 | 4 | -13 | 3 | 3
18 | COc1cc2c(cc1OC)C(C)N(C(=O)c1sccc1C)CC2 (stereo not given) | -7 | -7 | -3 | 0 | 5 | 1 | -9 | 1 | -2
19 | C=CCNCC#CCOc1ccc(OC)cc1 | -6 | -17 | -4 | -1 | -1 | -14 | -10 | -3 | -9
20 | CCCCOc1ccc(CONS(=O)(=O)c2ccc(NC(C)=O)cc2)cc1Cl | 8 | -2 | 11 | -6 | 7 | -2 | 2 | 2 | -7
21 | CCN(C(=O)CSc1nnc(-c2ccncc2)n1C)C1CCS(=O)(=O)C1 (stereo not given) | 2 | -14 | 30 | 1 | -4 | 5 | 13 | 1 | 3
22 | CCOc1cc(S(=O)(=O)NC2CC(C)(C)NC(C)(C)C2)ccc1Cl | -3 | 6 | 0 | 1 | -2 | -4 | 2 | 2 | 4
23 | CCCNC(=O)C(=O)NCC(c1ccc2c(c1)OCO2)N1CCN(c2ccc(F)cc2)CC1 (stereo not given) | -2 | -2 | 13 | -1 | -4 | 1 | -9 | 3 | 8
24 | O=c1cc(NC2CCCCC2)[nH]c(=O)[nH]1 | -6 | 2 | 9 | -4 | -11 | -5 | -4 | -2 | -3
25 | O=C(Nc1ccc(S(=O)(=O)N2CCCC2)cc1)c1cccnc1 | -2 | 5 | 29 | -3 | 1 | -3 | -2 | 0 | -2

Next section.
entry | canonical_smiles | HKDC1 inh | SENP6 inh | SENP8 block-1 | MIN6 prolif | UBC13 polyUb | SENP8 block-2 | PfGluPho inh | SENP1 FRET inh | SENP7 inh
26 | CCOC(=O)C1(CCOc2ccccc2)CCN(CC2CC2)CC1 | -5 | 14 | 10 | 0 | 9 | -2 | 3 | -2 | 5
27 | O=c1[nH]cc(NCCc2ccccc2)c(=O)[nH]1 | 5 | -2 | -48 | -1 | -13 | 4 | 8 | -89 | 2
28 | CCCc1c(C(=O)N/N=C/c2ccc(OCc3ccccc3)c(OC)c2)nnn1-c1nonc1N | 1 | -7 | -204 | -2 | -8 | -3 | 9 | -2 | 3
29 | O=C(O)CC(Cc1ccc(Cl)cc1)C(=O)Nc1ccc([N+](=O)[O-])cc1 (stereo not given) | -8 | · | 16 | · | · | · | 1 | 4 | ·
30 | COc1ccc(/C=N/Nc2ccccc2C(=O)O)cc1 | 1 | 93* | 11 | -6 | -10 | 96* | -7 | 1 | 94*
31 | CC(C)NC(=S)NN=C1c2ccccc2-c2ccccc21 | -5 | 0 | 3 | 0 | 25 | 2 | -4 | 1 | -2
32 | Cc1cccc(-n2c(=O)c3c(n4cnnc24)-c2ccccc2CC32CCCCC2)c1 | 0 | -13 | -9 | -2 | 1 | -1 | -2 | 2 | 2
33 | CSc1ccccc1C(=O)NCCSc1ccc(C)cc1 | -1 | 5 | 6 | -3 | -4 | 9 | -8 | 0 | 5
34 | COc1cc(/C(C)=N/N2CCN(Cc3ccc(C)cc3)CC2)ccc1O | -3 | 0 | 10 | -1 | 2 | -1 | -1 | 2 | -2
35 | CC(=O)c1cccc(NC(=O)c2ccc(NC(=O)CCS(=O)(=O)c3cccs3)cc2)c1 | -2 | 11 | -2 | -1 | 8 | 2 | 0 | -1 | 17
36 | CC1CN(C(=S)NC(=O)c2ccc([N+](=O)[O-])cc2)CC(C)O1 (stereo not given) | -9 | -1 | 13 | -2 | -16 | -13 | 6 | 3 | -16
37 | Cc1cc(OC2CCCCC2)nc(NCc2ccccc2)n1 | -4 | 0 | 8 | -1 | 5 | -5 | -3 | 2 | 6
38 | CC(C)Cn1c(N)c(C(=O)COC(=O)CC23CC4CC(CC(C4)C2)C3)c(=O)n(C)c1=O | 0 | -10 | 26 | -6 | 16 | -1 | 45 | -7 | -3
39 | Cc1ccc(NC(=O)CCn2cccc2)cc1 | 3 | -17 | 11 | -2 | -12 | -8 | 2 | -2 | -9
40 | CCCn1nc2cc(C(=O)NCCc3ccc(C)cc3)ccc2c1OCC | 4 | 0 | -498 | 3 | 16 | -4 | 11 | 4 | -1
41 | CCN(CC)C(=O)Cn1cc(C(=O)C(=O)N2CC=C(c3ccccc3)CC2)c2ccccc21 | -3 | 11 | 1 | -3 | 12 | 2 | 13 | 65* | -2
42 | Cc1nc(N(C)Cc2ccccc2)c2nnn(Cc3ccccc3)c2n1 | 1 | -10 | 17 | -2 | 6 | 7 | 1 | -4 | 5
43 | Cc1cc2nc(/N=C(\N)NC(=O)N3c4ccccc4Sc4ccccc43)nc(C)c2cc1C | -5&-8 | · | -65&-95 | · | · | · | 9&5 | 4&-2 | ·
44 | COc1ccc2nc(C)cc(N3CCN(c4ccccc4)CC3)c2c1 | 3 | -48 | 4 | 1 | 8 | 3 | -4 | 0 | -5
45 | CC(=O)N1CCSc2ccc(S(=O)(=O)NCc3ccccc3)cc21 | 5 | -15 | 0 | -2 | -6 | -2 | -12 | 2 | -4
46 | COc1ccc(-c2nc3cc(NC(=S)NC(=O)Cc4ccccc4)ccc3o2)cc1 | -14 | 2 | -77 | 0 | 11 | 0 | 10 | 0 | 3
47 | O=C(COC(=O)c1ccc([N+](=O)[O-])s1)Nc1ccc(F)cc1 | 0 | 66* | 34 | -5 | -13 | 69* | 14 | 2 | 40
48 | CC1SC(=NC(=O)c2ccco2)NC1=O (stereo not given) | -7 | 4 | 11 | 2 | -2 | 3 | 14 | 1 | 10
49 | Cn1ccc(C(=O)N/N=C/c2ccncc2)n1 | -1 | 42 | 7 | 8 | -4 | 8 | 3 | 0 | 45
50 | Cc1cccc(N2CCN(C3=NC(=O)C(Cc4ccccc4)S3)CC2)c1 (stereo not given) | -12 | -20 | 25 | -2 | -1 | -8 | -2 | 2 | -7
51 | CC(C)CC(C(=O)Oc1ccc2c3c(c(=O)oc2c1)CCC3)N1C(=O)c2ccccc2C1=O (stereo not given) | 19 | · | -293 | · | · | · | 14 | -49 | ·
52 | Cc1ccccc1CCNC(=O)C1CCN(S(=O)(=O)c2ccc(-n3cnnn3)cc2)CC1 | -3 | · | 21 | · | · | · | 1 | -2 | ·

Quoted from above: entries 41–52
entry | canonical_smiles | HKDC1 inh | SENP6 inh | SENP8 block-1 | MIN6 prolif | UBC13 polyUb | SENP8 block-2 | PfGluPho inh | SENP1 FRET inh | SENP7 inh
41 | CCN(CC)C(=O)Cn1cc(C(=O)C(=O)N2CC=C(c3ccccc3)CC2)c2ccccc21 | -3 | 11 | 1 | -3 | 12 | 2 | 13 | 65* | -2
42 | Cc1nc(N(C)Cc2ccccc2)c2nnn(Cc3ccccc3)c2n1 | 1 | -10 | 17 | -2 | 6 | 7 | 1 | -4 | 5
43 | Cc1cc2nc(/N=C(\N)NC(=O)N3c4ccccc4Sc4ccccc43)nc(C)c2cc1C | -5&-8 | · | -65&-95 | · | · | · | 9&5 | 4&-2 | ·
44 | COc1ccc2nc(C)cc(N3CCN(c4ccccc4)CC3)c2c1 | 3 | -48 | 4 | 1 | 8 | 3 | -4 | 0 | -5
45 | CC(=O)N1CCSc2ccc(S(=O)(=O)NCc3ccccc3)cc21 | 5 | -15 | 0 | -2 | -6 | -2 | -12 | 2 | -4
46 | COc1ccc(-c2nc3cc(NC(=S)NC(=O)Cc4ccccc4)ccc3o2)cc1 | -14 | 2 | -77 | 0 | 11 | 0 | 10 | 0 | 3
47 | O=C(COC(=O)c1ccc([N+](=O)[O-])s1)Nc1ccc(F)cc1 | 0 | 66* | 34 | -5 | -13 | 69* | 14 | 2 | 40
48 | CC1SC(=NC(=O)c2ccco2)NC1=O (stereo not given) | -7 | 4 | 11 | 2 | -2 | 3 | 14 | 1 | 10
49 | Cn1ccc(C(=O)N/N=C/c2ccncc2)n1 | -1 | 42 | 7 | 8 | -4 | 8 | 3 | 0 | 45
50 | Cc1cccc(N2CCN(C3=NC(=O)C(Cc4ccccc4)S3)CC2)c1 (stereo not given) | -12 | -20 | 25 | -2 | -1 | -8 | -2 | 2 | -7
51 | CC(C)CC(C(=O)Oc1ccc2c3c(c(=O)oc2c1)CCC3)N1C(=O)c2ccccc2C1=O (stereo not given) | 19 | · | -293 | · | · | · | 14 | -49 | ·
52 | Cc1ccccc1CCNC(=O)C1CCN(S(=O)(=O)c2ccc(-n3cnnn3)cc2)CC1 | -3 | · | 21 | · | · | · | 1 | -2 | ·
